Screening data from PubChem.
PGC1a acetyl inh: lowers PGC1a acetylation signal in U2OS cells; AlphaScreen anti-acetyl-lysine; with virally co-expressed GCN5 acetyltransferase; inhibition, % at 15.6 µM; 350,000 compounds, 0.17% hits;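 active means every replicate shows inhibition of at least 40%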;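 further: 0% = neutral control wells and 100% = positive control wells; some results beyond the cut were filed as inactive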
S100A4 inh HTS: inhibitors of human S100A4 binding to myosin IIA peptide; S100A4/TAMRA-MyoIIA peptide fluorescence polarization; inhibition, % at 10.7 µM; 360,000 compounds, 0.14% hits; AID 652163;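 active means mean inhibition of at least 70% across replicates, with every replicate also reaching that level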
Target sequence (P26447 whole entry, looked up): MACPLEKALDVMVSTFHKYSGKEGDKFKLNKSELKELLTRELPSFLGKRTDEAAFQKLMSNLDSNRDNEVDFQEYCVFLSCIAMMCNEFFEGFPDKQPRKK
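Material: S100A4 monomer protein | Medium: HEPES pH 7.2 with CaCl2, KCl, NaCl, DTT, Triton | Reagent: Labelled myosin peptide probe, 5 nM | Doses: One dose per compound | Times: 5 min incubation before reading | Benchmarks: Neutral control DMSO, positive control TFP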
SIRT5 inh: inhibitors of human sirtuin-5 desuccinylase. Purified SirT5, succinyl-peptide AMC, trypsin-coupled fluorescence. Q9NXA8. AID 652115. 330,000 compounds, 1.1% hits. inhibition, % at 15 µM; in the data active means inhibition above about 15%
Target sequence (Q9NXA8 whole entry, looked up): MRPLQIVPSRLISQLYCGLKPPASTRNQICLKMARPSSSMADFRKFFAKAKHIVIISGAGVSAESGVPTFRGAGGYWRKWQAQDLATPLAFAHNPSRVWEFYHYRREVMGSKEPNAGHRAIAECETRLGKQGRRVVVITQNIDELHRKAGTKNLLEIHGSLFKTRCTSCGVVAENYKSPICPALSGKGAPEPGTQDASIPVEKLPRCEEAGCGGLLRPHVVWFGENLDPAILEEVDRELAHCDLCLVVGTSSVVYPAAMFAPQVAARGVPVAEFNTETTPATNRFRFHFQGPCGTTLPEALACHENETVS
LGR2 antag: blocks bursicon-induced cAMP signaling via Drosophila LGR2. HEK293 LGR2, CRE-luciferase, bursicon-stimulated, 4 h. inhibition, % at 9.99 µM. 380,000 compounds, 0.35% hits;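 active means drop in luminescence signal, shown as inhibition above about 50% in the replicate tests, limit read from the data, passing the limit was not always enough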;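 further: agonist challenge used bursicon conditioned medium at about half maximal strength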
ERAP1 inh: ERAP1 (human) enzyme inhibition; Q9NZ08; recombinant ERAP1, Leu-AMC fluorescence, 60 min; inhibition, % at 10.7 µM; 340,000 compounds, 0.15% hits; AID 652197;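 active means mean replicate inhibition of at least 30%, or all replicates individually reaching that 30% level; inactive means mean below 30% and not every replicate reaching it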;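 further: 0% = neutral control wells and 100% = L-leucinethiol positive control wells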
Statin myotox sup: suppressors of simvastatin-induced myotoxicity in C2C12 myotubes; rescue of ATP level, % at 7.49 µM; ATP luminescence, 48 h; scaled: DMSO 0, geranylgeraniol control 100; 330,000 compounds, 0.78% hits;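 active means mean ATP rescue above about 67%, or every replicate alone reaching that limit, limit read from the data, passing the limit was not always enough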;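 further: myotubes were challenged with 10 µM simvastatin during compound exposure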
Xi reactivation: X-chromosome reactivation activator; 360,000 compounds, 0.055% hits; activation, % at 7.58 µM; XiGFP mouse fibroblasts, % GFP-positive cells imaging, 3 d; cells co-treated with 5-aza-dC sensitizer; scaled so ellipticine positive control = 100%;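 active means mean normalized replicate activation at least 10% and every replicate at or above 10%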;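 further: 0% = median of on-plate neutral control wells and 100% = ellipticine 6 µM median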
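Assay system: SV40-immortalized XiGFP fibroblast cells, line 68-5-11; buffer or medium: DMEM plus 5-aza-dC sensitizer; compound: one concentration, pinned; timing: compounds 3 days, fix/stain 15 min at room temperature; benchmarks: positive control ellipticine, 6 µM final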
Cneo AK release: Cryptococcus neoformans lysis via adenylate kinase release. C. neoformans lysis, adenylate kinase release luminescence, 4 h; normalised: neutral wells 0, clomiphene wells 100. 360,000 compounds, 0.2% hits. lysis activity, % at 15 µM. AID 651654;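 active means mean lysis activity across replicates of at least 80%, whatever share of replicates individually reach that level; inactive means mean lysis activity below 80%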
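Signal: Adenylate kinase release luminescence | Assay system: Log-phase Cryptococcus neoformans yeast cells | Input: Cells at 5 × 10^6 per mL | Buffer or medium: Fresh YPD growth medium | Compound: Single dose | Schedule: Static 4 h at 37 °C with compound, 1 h detection | Controls: Clomiphene | Read-out: Luminescence rise reflecting yeast cell lysis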
An asterisk follows results filed as active; · = not tested or not shown. Only part of the results is shown; the hit share may differ from the screen's.

SMILES	PGC1a acetyl inh	S100A4 inh HTS	SIRT5 inh	LGR2 antag	ERAP1 inh	Statin myotox sup	Xi reactivation	Cneo AK release
OC(COCc1cccs1)CN1CCN(c2cccc(Cl)c2)CC1 (stereo not drawn)	·	-6	-1	-7	0	·	0.0	·
CCOC(=O)C1(Cc2ccccc2C)CCCN(S(=O)(=O)c2cccnc2)C1 (stereo not drawn)	·	2	1	5	3	·	0.0	·
CCCC1NC(=O)c2cc3ccccc3cc2-n2c1nc1ccc(C)cc1c2=O (stereo not drawn)	·	-3	-3	20	-2	-9	-0.1	2
Cc1cc(C(C)(C)C)c(O)c(C(C)(C)C)c1	-9	2	-2	·	2	15	-0.1	1
O=C(NCc1ccccc1)C(c1cccnc1)N(C(=O)c1csnn1)c1ccc(F)cc1 (stereo not drawn)	·	-2	-2	5	-3	8	0.0	4
Cc1ccc(C)c(OCc2n[nH]c(=S)o2)c1	2	-1	-3	-15	-1	·	0.0	5
CN1C(=O)c2cc(NC(=O)c3ccc(F)cc3)ccc2OC[C@@H]2O[C@@H](CC(=O)NC3CCC3)CC[C@H]21	-4	21	0	2	2	-7	0.1	5
COC(=O)c1cccc(Oc2cccc(C(F)(F)F)c2)n1	-2	1	6	8	2	-4	-0.1	0
O=C(N[C@H]1CC[C@H](CCNC(=O)C2CCC2)O[C@@H]1CO)c1ccncc1	-4	-3	-1	5	3	3	-0.2	55
O=C(O)c1ccccc1C(=O)NNC(=O)C(c1ccccc1)c1ccccc1	·	-7	-1	7	-2	·	0.1	1
COc1cccc(C(=O)N2C[C@H]3[C@@H](c4ccccc42)[C@@H](CO)N3C(=O)c2ccc(F)cc2)c1	7	7	7	17	1	0	0.1	0
CCOc1ccc(NC(=S)Nc2ccc(Br)cc2Cl)cc1	·	-1	3	-8	1	·	0.1	·
COc1ccccc1-n1c(C)cc(/C=C2\C(=N)N3N=C(CC(=O)N4CCOCC4)SC3=NC2=O)c1C	-5	-1	-12	1	3	-32	0.1	1
CN1c2ccc(-c3ccccc3F)cc2[C@H]2[C@H](CCN2C(=O)c2cccc(F)c2)[C@H]1CO	1	·	·	7	·	11	0.1	-11
C[C@@H]1CN([C@@H](C)CO)C(=O)CCCn2cc(nn2)CO[C@@H]1CN(C)C(=O)c1ccncc1	6	·	·	30	·	-5	-0.1	·
Nc1ccc(-c2nc3ccccc3o2)cc1	-4	-4	-28	-78	-1	-7	0.0	-4
COc1ccccc1NC(=O)COC(=O)c1c(C)nn(-c2ccccc2)c1C	·	-2	-3	-74	-5	8	0.0	-4
CCC1Oc2ccccc2N(CC(=O)NCCCN2CCCC2)C1=O (stereo not drawn)	6	-8	8	7	1	-2	0.0	0
C#CCn1c(O)c(N=NC(=O)C(O)c2ccccc2)c2ccccc21 (stereo not drawn)	-3	0	3	13	0	·	0.0	3
CC(=O)NC1=NN(C(C)=O)C2(S1)C(=O)N(CC(C)C)c1ccc(C)cc12 (stereo not drawn)	·	2	-7	-9	4	·	0.1	·
COc1ccc(C(C(=O)NCC2CCCO2)N(C(=O)Cn2nnc3ccccc32)c2ccc(NC(C)=O)cc2)cc1 (stereo not drawn)	·	1	-5	0	1	2	0.4	0
COc1cc(F)ccc1-c1cc(C(=O)Nc2ccc(NC(C)=O)cc2)[nH]n1	0	-1	·	-10	-4	-23	0.0	-1
COc1ccc(S(=O)(=O)N2CCN(C(=O)NC3CCCCC3)CC2)cc1	1	5	0	15	1	·	-0.1	·
CC(C)C[C@H]1CN=C(Nc2ccccc2)N1CC1CCC1	-14	-4	·	9	0	-9	0.1	4
COc1ccccc1NC(=O)N1CC(=O)N2[C@H](CO)[C@@H](c3ccc(-c4ccc(C)cc4)cc3)[C@@H]2C1	-2	-10	4	-8	0	·	0.2	·
COc1cc(C#N)ccc1OCC(=O)NCCC1=CCCCC1	-5	18	2	5	-1	-16	0.5	1
CCCNC(=O)C1(C)CCN(C(=O)c2c(Cl)cccc2Cl)C1 (stereo not drawn)	0	-4	·	7	-5	-4	0.2	0
COc1ccccc1CNC(=O)C[C@H]1C[C@H]2c3cc(NC(=O)Nc4ccccc4F)ccc3O[C@H]2[C@H](CO)O1	-1	0	-4	8	3	-8	0.0	4
C[C@H](CO)N1C[C@H](C)[C@H](CN(C)Cc2cccc(F)c2)Oc2cc(-c3cccc(C#N)c3)ccc2S1(=O)=O	-30	-8	3	10	5	-14	-1.2	-3
O=C(NCCO)c1cc2c(s1)CCC2	-1	·	·	-1	·	-2	·	-2
NNc1nc(N)c2c(n1)-c1ccccc1CC21CCCC1	·	3	-6	·	-1	·	0.0	·
Cc1sc2nc(CSc3n[nH]c(N)n3)[nH]c(=O)c2c1C	0	1	-5	-4	-1	·	0.3	0
CC(=O)c1cccc(NC(=O)c2cc(=O)[nH]c3ccc(S(=O)(=O)N4CCOCC4)cc23)c1	-3	2	1	12	3	8	0.1	-3
Cc1ccc(S(=O)(=O)Nc2ccc3c(c2)C(=O)N([C@@H](C)CO)C[C@@H](C)[C@H](CN(C)S(C)(=O)=O)O3)cc1	0	-5	4	-7	-4	·	-0.3	-1
CCN(Cc1ccccc1)C(=O)c1ccc(CS(=O)c2ccccc2C)o1 (stereo not drawn)	10	4	-10	5	-5	17	0.0	-1
COc1ccc(C(=O)OCc2cc(=O)oc3c(C)c(C)ccc23)cc1S(=O)(=O)N1CCOCC1	1	4	·	-35	-2	9	-0.2	0
O=C(C[C@@H]1CC[C@@H](NC(=O)CC2CC2)[C@@H](CO)O1)NCC(F)(F)F	-5	20	0	0	-1	-9	0.4	8
Cn1cc(Cl)c(/C=C(\C#N)S(=O)(=O)c2ccccc2)n1	·	-7	-5	-2	·	4	0.0	4
O=C(Nc1ccc(-c2nc3ccccc3s2)cc1)c1cc(-n2cnnc2)ccc1Cl	1	-1	-2	-1	-2	-18	·	-6
CCCNC(=O)Nc1ccc2c(c1)OC[C@@H](C)N(CCC)C[C@H](C)[C@@H](OC)CN(C)C2=O	-11	5	8	6	0	-3	0.2	-2
COc1ccc(CNC(=O)CSc2nnc(Cn3nnc4ccccc43)n2C)cc1	-8	4	0	1	-1	-7	·	1
C/C=C/c1ccc([C@H]2[C@@H](C#N)N(c3ncc(CC)s3)[C@@H]2CO)cc1	-5	36	2	·	1	1	0.2	2
C[N+](C)(C)CCCN(Cc1ccc2c(c1)OCO2)C(=O)NC1CCCCC1	3	1	-5	9	·	·	0.1	·
CCOc1ccc2[nH]c(C)c(CN(C)C)c(=O)c2c1	2	-1	-7	7	0	-6	·	1
Cc1cccc(C(=O)Nc2ccccc2C(=O)OCC(=O)Nc2ccc(C#N)cc2)c1	-2	1	·	-18	-2	·	-0.2	2
COc1cc(C(=O)NCCc2ccc(F)cc2)c([N+](=O)[O-])cc1OC	2	·	·	2	·	-4	-0.1	-1
CCc1nnc(NC(=O)CSc2nc3c([nH]c4ccccc43)c(=O)n2CCOC)s1	0	0	-3	-4	-1	·	0.2	-1
CCOc1ccc(NC(=O)CN(C)C(=O)c2cccc(S(=O)(=O)N3CCCC3)c2)cc1OCC	·	-1	-2	-1	-2	7	0.0	-2
COc1cccc(C(=O)N/N=C(\C)CC(=O)Nc2ccc(N(C)C)cc2)c1	25	1	1	-3	0	-6	0.0	-1
O=C(NCc1cccc(Cl)c1)C1CCN(c2nnc(N3CCCC3=O)s2)CC1	·	-2	-4	4	0	-15	0.2	1
COCCOC(=O)N1C(=O)[C@@]2(c3cc(C#CC4=CCCCC4)ccc31)[C@H](C(=O)NC[C@H](O)c1ccccc1)[C@H]1C(=O)O[C@H](c3ccccc3)[C@H](c3ccccc3)N1[C@@H]2c1ccc(O)cc1	·	-2	-1	·	-3	·	·	0

Of the compounds above, these contain an aryl methoxy group.
SMILES	PGC1a acetyl inh	S100A4 inh HTS	SIRT5 inh	LGR2 antag	ERAP1 inh	Statin myotox sup	Xi reactivation	Cneo AK release
COc1cccc(C(=O)N2C[C@H]3[C@@H](c4ccccc42)[C@@H](CO)N3C(=O)c2ccc(F)cc2)c1	7	7	7	17	1	0	0.1	0
COc1ccccc1-n1c(C)cc(/C=C2\C(=N)N3N=C(CC(=O)N4CCOCC4)SC3=NC2=O)c1C	-5	-1	-12	1	3	-32	0.1	1
COc1ccccc1NC(=O)COC(=O)c1c(C)nn(-c2ccccc2)c1C	·	-2	-3	-74	-5	8	0.0	-4
COc1ccc(C(C(=O)NCC2CCCO2)N(C(=O)Cn2nnc3ccccc32)c2ccc(NC(C)=O)cc2)cc1 (stereo not drawn)	·	1	-5	0	1	2	0.4	0
COc1cc(F)ccc1-c1cc(C(=O)Nc2ccc(NC(C)=O)cc2)[nH]n1	0	-1	·	-10	-4	-23	0.0	-1
COc1ccc(S(=O)(=O)N2CCN(C(=O)NC3CCCCC3)CC2)cc1	1	5	0	15	1	·	-0.1	·
COc1ccccc1NC(=O)N1CC(=O)N2[C@H](CO)[C@@H](c3ccc(-c4ccc(C)cc4)cc3)[C@@H]2C1	-2	-10	4	-8	0	·	0.2	·
COc1cc(C#N)ccc1OCC(=O)NCCC1=CCCCC1	-5	18	2	5	-1	-16	0.5	1
COc1ccccc1CNC(=O)C[C@H]1C[C@H]2c3cc(NC(=O)Nc4ccccc4F)ccc3O[C@H]2[C@H](CO)O1	-1	0	-4	8	3	-8	0.0	4
COc1ccc(C(=O)OCc2cc(=O)oc3c(C)c(C)ccc23)cc1S(=O)(=O)N1CCOCC1	1	4	·	-35	-2	9	-0.2	0
COc1ccc(CNC(=O)CSc2nnc(Cn3nnc4ccccc43)n2C)cc1	-8	4	0	1	-1	-7	·	1
COc1cc(C(=O)NCCc2ccc(F)cc2)c([N+](=O)[O-])cc1OC	2	·	·	2	·	-4	-0.1	-1
COc1cccc(C(=O)N/N=C(\C)CC(=O)Nc2ccc(N(C)C)cc2)c1	25	1	1	-3	0	-6	0.0	-1
